High-throughput results as filed in PubChem BioAssay.
HIV RNase H inh: blocks HIV-1 RNase H cleavage of RNA/DNA duplex | P04585 | RT-RNase H RNA/DNA duplex cleavage, fluorescence | inhibition, % at 10 µM | 65,000 tested, 1.9% active | AID 565; in the data active = inhibition above about 50%
RmlC RmlD mix: mixture blocks RmlC and RmlD coupled enzyme activity; RmlC/RmlD coupled enzyme inhibition, 384-well mixture HTS; inhibition, % at 5.5 µM; 110,000 tested, 0.39% active; AID 1532; in the data active = inhibition above about 30%, passing the limit was not always enough; note: strong numbers were not always called active
Active calls of the source: *; x = no result given. These rows are one share of the data. The share of hits here may be higher or lower than overall.

A first look (five entries):
Order of results: RmlC RmlD mix, HIV RNase H inh
- COc1ccc(C2Nc3ccccc3C(=O)N2c2ccc(C)cc2)cc1Cn1cc([N+](=O)[O-])cn1 (configuration not stated)
    -63, x
- O=C(C1CCC1)N1CCc2cc(S(=O)(=O)Nc3ccc4c(c3)OCCO4)ccc21
    6, -10
- CC(=O)Nc1nc2c(c3c1c(=O)oc1ccccc13)CC(C)CC2 (configuration not stated)
    -11, -1
- CCOC(=O)c1c(NC(=S)Nc2ccccc2)sc2c1CCCCC2
    7, x
- O=C(CSCc1ccccc1)N1CCN(c2ccc(F)cc2)CC1
    -11, 3

Main list, previewed entries included:
Order of results: RmlC RmlD mix, HIV RNase H inh
- COc1ccc(C2Nc3ccccc3C(=O)N2c2ccc(C)cc2)cc1Cn1cc([N+](=O)[O-])cn1 (configuration not stated)
    -63, x
- O=C(C1CCC1)N1CCc2cc(S(=O)(=O)Nc3ccc4c(c3)OCCO4)ccc21
    6, -10
- CC(=O)Nc1nc2c(c3c1c(=O)oc1ccccc13)CC(C)CC2 (configuration not stated)
    -11, -1
- CCOC(=O)c1c(NC(=S)Nc2ccccc2)sc2c1CCCCC2
    7, x
- O=C(CSCc1ccccc1)N1CCN(c2ccc(F)cc2)CC1
    -11, 3
- CN(C)CCCOC(=O)c1ccccc1Cl
    -16, x
- CNC(=O)CN1C(=O)NC2(CCc3ccccc32)C1=O (configuration not stated)
    8, x
- O=C(Cn1cc2c(n1)CCCCC2)Nc1c(F)c(F)cc(F)c1F
    -6, x
- O=C(c1ccccn1)N1CCN(C(=O)c2ccccn2)CC1
    4, x
- Cc1cc(NC(=O)c2ccc(NC(=O)C(C)Oc3ccccc3)cc2)no1 (configuration not stated)
    9, 9
- O=C(CSc1nc2nc[nH]c2c(=O)[nH]1)NC1CCCCC1
    -9, 8
- Cc1nc(C(=O)Nc2cccc(Cl)c2)nn1-c1cc(OC(C)C)c(Cl)cc1Cl
    7, x
- CN(C)[C@@H](CO)c1nnc([C@H](CC(=O)O)NC(=O)C2CCNCC2)o1
    2, x
- O=C(Nc1ccccc1)c1ccc(-c2ccc(Br)cc2)o1
    -8, x
- CC(C)C(OC(=O)CN1C(=O)COc2ccccc21)C(=O)NC1CCCC1 (configuration not stated)
    -7, -20
- CN(CCNC(=O)C1CC(=O)N(C2CCCC2)C1)Cc1ccccc1 (configuration not stated)
    9, -3
- COc1cccc(N=C2SC(C(=O)Nc3ccccc3F)CC(=O)N2C)c1 (configuration not stated)
    -8, -12
- CC1Cc2ccccc2N1C(=O)c1cnc2sccn2c1=O (configuration not stated)
    -5, x
- O=C(COc1ccc(S(=O)(=O)N2CCOCC2)cc1)Nc1ccc(Cl)c(C(F)(F)F)c1
    13, -1
- CCn1ccc(C(=O)Nc2ccc(Cl)cn2)n1
    12, -9

Ordered by number of heavy atoms (descending): some entries from above
Order of results: RmlC RmlD mix, HIV RNase H inh
- CN(CCNC(=O)C1CC(=O)N(C2CCCC2)C1)Cc1ccccc1 (configuration not stated)
    9, -3
- CC1Cc2ccccc2N1C(=O)c1cnc2sccn2c1=O (configuration not stated)
    -5, x
- CCn1ccc(C(=O)Nc2ccc(Cl)cn2)n1
    12, -9

(list continues)
Order of results: RmlC RmlD mix, HIV RNase H inh
- Cc1ccc(NC(=O)COc2ccc(-n3cnnn3)cc2)cc1C
    5, x
- O=C(c1ccccc1F)N1CCc2ccccc21
    13, -26
- CC1=C(C(=O)OCc2ccccc2)C(c2ccc(C)o2)C2=C(CCCC2=O)N1 (configuration not stated)
    11, -14
- O=C(OCc1ccccc1)C1CCCN1C(=O)c1cccs1 (configuration not stated)
    -1, -2
- CCN(CC)CCOC(=O)c1c(C)oc2ccc(O)cc12
    13, -4
- Cc1cccc2cc(C(c3nnnn3CC3CCCO3)N3CCc4ccccc4C3)c(=O)[nH]c12 (configuration not stated)
    x, 2
- CC(CCc1ccccc1)NC(=O)c1ccco1 (configuration not stated)
    -9, x
- CCOC(=O)c1nn(-c2ccccc2)c(C)c1C(C)=O
    -12, x
- COc1ccc(Cl)cc1NC(=O)c1nc2nc(C)cc(C(F)F)n2n1
    -2, 28
- Cc1ccc(S(=O)(=O)N2CCCC(C(=O)NCc3ccco3)C2)cc1Cl (configuration not stated)
    -8, x
- O=C(CCNS(=O)(=O)c1cccs1)N1CCc2ccccc2C1
    -11, -42
- N#CC1=C(N)C(C#N)(C#N)C(c2cccnc2)C2CCCC=C12 (configuration not stated)
    3, -3
- c1ccc(OCc2nn3c(C4CCCCC4)nnc3s2)cc1
    -2, 64*
- Cc1ccc(C(=O)O)cc1NC(=S)NC(=O)C(c1ccccc1)c1ccccc1
    -1, x
- CCOC(=O)N1CCN(C(=O)c2ccc(-n3c(=S)[nH]c4ccccc4c3=O)cc2)CC1
    -6, -7
- Cc1nn(Cc2ccccc2)c2c1C(c1ccccc1)C(C#N)=C(N)O2 (configuration not stated)
    -10, x
- COc1cc(-c2cc(C(=O)O)c3c(OC)c(OC)c(OC)cc3n2)ccc1O
    8, -11
- Cc1ccc(-c2nc3ccccn3c2NCc2ccc3c(c2)OCO3)cc1
    102, x
- COC(=O)c1cccc(C23CC4(C2)[C@H](CN(Cc2ccc(C(F)(F)F)cc2)[C@@H]4c2ccccc2)C3c2ccc(Cl)nc2)c1 (some centres not stated)
    -15, x
- Cn1cnnc1SCCn1c(N2CCCCC2)nc2c1c(=O)[nH]c(=O)n2C
    5, -4
- O=C(O)c1cc(-c2ccccc2)nn1CC1CC(c2cccc([N+](=O)[O-])c2)=NO1 (configuration not stated)
    -5, x
- Cc1c(NC(=O)c2cc3ccccc3o2)c(=O)n(-c2ccccc2)n1C
    -9, x
- Nn1c(COc2cccc(Br)c2)nnc1SCC(=O)N1CCc2ccccc2C1
    1, -5
- CCN(CC(O)Cn1c2ccccc2c2ccccc21)S(=O)(=O)c1ccc(F)cc1 (configuration not stated)
    17, x
- CCn1c(SCc2ccc(Cl)cc2Cl)nc2nc3c(cc2c1=O)CCCC3
    11, x
- Cc1cccc(OCC(=O)Nc2ccc3c(c2)nc(CCN2CCN(C)CC2)n3C)c1
    -2, 2
- CSCC[C@H](NC(=O)OC(C)(C)C)c1nnc(SCC(=O)N(C)C)o1
    2, -4
- CCCCN1CC(C(=O)NCc2ccc(C)cc2)CC1=O (configuration not stated)
    -12, x
- CC(=O)c1cccc(NC(=O)NC2CCCCC2)c1
    4, 1
- O=C(O)C1=C[C@H](c2ccc(Br)cc2)C[C@H](OCCCCO)O1
    -14, x
- Cc1nc2ncnn2c(C)c1Cc1ccccc1Cl
    1, x
- Cc1nn(-c2nnc(C)c(=O)[nH]2)c(C)c1SCC(=O)Nc1ccc(F)cc1
    x, 6
- Cc1ccc(-n2c(SCc3ccc(C#N)cc3)nnc2-c2ccccn2)cc1
    -15, -14
- CCCCC1(C)OC(=O)C(=Cc2ccc(N(CC)CC)cc2)C(=O)O1 (configuration not stated)
    12, x
- O=C(Nn1cnnc1)c1cc2c(s1)CCCC2
    -17, -4
- COc1ccc(CC(NC(C)=O)C(=O)NC2CCN(c3nnnn3-c3ccccc3)CC2)cc1 (configuration not stated)
    -15, -15
- COc1ccc(S(=O)(=O)NC(C)C(=O)Nc2ccccc2C(F)(F)F)cc1 (configuration not stated)
    70, x
- COCC(=O)N(CCc1ccc(OC)cc1)Cc1nc2ccccc2c(=O)[nH]1
    3, 5
- CCOC(=O)CC(=O)CSc1nc(-c2ccccc2)cc(-c2ccc(Cl)cc2)c1C#N
    -2, x
- CCOC(=O)CN1C(=O)C(O)(C2CCc3ccccc3C2=O)c2ccccc21 (configuration not stated)
    -3, -5
- CC1CN(c2ncnc3c2oc2ccccc23)CC(C)O1 (configuration not stated)
    -3, -7
- CCOC(=O)c1cnc2c(cnn2C)c1NCCCN(C)C
    8, x
- O=c1c(OC2OC(CO)C(O)C(O)C2O)c(-c2ccc(O)c(O)c2)oc2cc(O)cc(O)c12 (configuration not stated)
    -7, x
- O=C(CSc1nnnn1-c1ccccc1)Nc1ccc(N2CCOCC2)c(Cl)c1
    -2, -42
- CC(=O)Nc1ccc(S(=O)(=O)N2CCC(N(C)CCC(C)C)CC2)cc1
    -14, -11
- CC(=O)C1=C(c2ccccc2)NC(=O)NC1c1ccccc1OCC(=O)Nc1ccccc1 (configuration not stated)
    -3, x
- C#C[C@]1(O)CC[C@H]2[C@@H]3CCC4=C(CCC(=O)C4)[C@H]3CC[C@@]21C
    13, x
- Cc1ccsc1C1Nc2ccc3ncccc3c2C2=C1C(=O)CC(C)(C)C2 (configuration not stated)
    13, x
- Cc1nn(-c2ccc(Cl)cc2)c2sc(C(=O)N3CCN(c4ccccn4)CC3)cc12
    4, 9
- Cc1nc(CS(=O)(=O)c2ccc(Cl)cc2)cc(Sc2ccccc2Cl)n1
    -13, x

The list goes on:
Order of results: RmlC RmlD mix, HIV RNase H inh
- O=c1cc(N2CCCCC2)c(-c2ccccc2)nn1Cc1ccc(Cl)cc1
    -65, x
- COc1ccc(-c2oc3ncn(Cc4ccco4)c(=N)c3c2-c2ccc(OC)cc2)cc1
    2, x
- CCCCC(=O)c1ccc(O)cc1
    9, x
- CC(C)NC(=O)CCCn1c(=S)[nH]c2cc3c(cc2c1=O)OCO3
    -7, 1
- O=C(Nc1ccccc1SCC1CSc2nc3ccccc3c(=O)n21)c1cccc(Cl)c1 (configuration not stated)
    8, x
- NC/C(=N\O)c1ccc(Cl)cc1Cl
    -7, 5
- CCn1c(SCC(=O)N2CCN(S(=O)(=O)c3ccccc3)CC2)nnc1-c1cccs1
    6, -8
- COc1ccccc1NC(=O)CCc1c(C)[nH]c(=O)c(C#N)c1C
    14, -1
- COc1ccc(-c2nnc(SCC(=O)Nc3ncc(C)s3)n2-c2ccccc2)cc1OC
    -2, -39
- Fc1ccc(Oc2nc(-c3ccccc3)nnc2C(F)(F)F)cc1
    15, x

Three neighbouring records out of the list so far, quoted:
Order of results: RmlC RmlD mix, HIV RNase H inh
- COc1ccc(C2Nc3ccccc3C(=O)N2c2ccc(C)cc2)cc1Cn1cc([N+](=O)[O-])cn1 (configuration not stated)
    -63, x
- O=C(C1CCC1)N1CCc2cc(S(=O)(=O)Nc3ccc4c(c3)OCCO4)ccc21
    6, -10
- CC(=O)Nc1nc2c(c3c1c(=O)oc1ccccc13)CC(C)CC2 (configuration not stated)
    -11, -1

Other entries.
Order of results: RmlC RmlD mix, HIV RNase H inh
- COc1cccc(-n2c(C)nc3c(cnn3-c3ccc(C)cc3)c2=O)c1
    -5, 1
- CCn1c(=O)cc(OCC(=O)NCc2cccnc2)c2ccccc21
    -2, -15
- COCCNC(=O)c1c(N)n(-c2cccc(C)c2)c2nc3ccccc3nc12
    -27, -1
- Cc1[nH]nc2c1C(c1ccsc1)C(C#N)=C(N)O2 (configuration not stated)
    8, x
- O=C(CCCC1=NS(=O)(=O)c2ccccc2N1)N1CCN(c2ccc(Cl)cc2)CC1
    x, -2
- COC(=O)c1cccc(NC(=O)CSc2nc(=O)cc(N)n2-c2ccccc2)c1
    3, 7
- O=C1CCSc2ccc(Cl)cc2N1Cc1ccc(Cl)cc1
    6, x
- O=C(Cn1ncc2c1-c1ccccc1OC2)N1CCN(Cc2ccc3c(c2)OCO3)CC1
    3, -17
- CCOc1ccccc1NC(=O)N1CCC(c2nc3ccc(C)cc3[nH]2)CC1
    -4, -3
- CCCN1CCN(C(c2cc3cc(OCC)ccc3[nH]c2=O)c2nnnn2C2CCCCC2)CC1 (configuration not stated)
    16, 16
- CC(C)(C)NC(=O)NC(=O)COC(=O)CCC1CCCCC1
    3, x
- COc1ccc(/C=C/c2ccncc2)cc1
    8, x
- Cc1nnc(SCCn2c(N3CCN(c4ccccc4)CC3)nc3c2c(=O)n(C)c(=O)n3C)s1
    x, -1
- O=C(c1ccccc1F)c1cn(Cc2ccccc2)c2ccccc12
    0, x
- COC(=O)c1cc(NC(=O)c2cccc(C(F)(F)F)c2)c(=O)oc1C/C=N/OCc1cccc(Cl)c1Cl
    7, x
- C[C@H]1O[C@@H](O[C@H]2[C@@H](O)C[C@H](O[C@H]3[C@@H](O)C[C@H](O[C@H]4CC[C@@]5(C)[C@H](CC[C@@H]6[C@@H]5CC[C@]5(C)[C@@H](C7=CC(=O)OC7)CC[C@]65O)C4)O[C@@H]3C)O[C@@H]2C)C[C@H](O)[C@@H]1O
    -6, x
- Cc1ccc(S(=O)(=O)Nc2cc(C(=O)Nc3cc(C)cc(C)c3)ccc2Cl)cc1
    9, x
- CC(NC(=O)CSc1nnc(COc2ccccc2)o1)c1ccccc1 (configuration not stated)
    5, -5
- O=C(Nc1nnc(C2CC2)o1)c1ccc(S(=O)(=O)N2CCCc3ccccc32)cc1
    x, 2
- Nc1nc(-c2ccc(Cl)cc2)cc(C(F)(F)F)n1
    -10, -4
- Cc1nc(-c2ccccc2)sc1-c1n[nH]c(=S)n1C
    12, x
- Brc1ccc(-c2nnc(-c3cccnc3)c3conc23)cc1
    13, x
- Clc1ccc(N2CCN(Cc3ccccc3Cl)CC2)cc1
    6, x
- CCCCC(=O)NCCc1ccc(S(N)(=O)=O)cc1
    -8, -2
- CCCCOC(=O)c1ccc(NC(=O)CSCc2n[nH]c(=O)[nH]2)cc1
    -14, -3
- C=C(C)C(=O)Nc1cccc(C2=NOC3(C2)C[C@@H](C(N)=O)N(C(=O)CCCCC)C3)c1 (some centres not stated)
    14, x
- COc1ccc(CN=C(C)c2c(C(F)(F)F)[nH]n(-c3nc4ccccc4s3)c2=O)cc1
    3, x
- Cc1nn(CC(=O)NCCc2ccccc2)c(=O)c2ccccc12
    3, -4
- CCOC(=O)C(C#N)c1ccccn1 (configuration not stated)
    9, -3
- COc1cc(C)c(N(C(C)=O)c2ccccc2)c(C)c1
    11, -17
- C/C(CC(O)(/C=N/O)c1ccccc1)=N\O (configuration not stated)
    -12, -8
- Cc1ccc(S(=O)(=O)Cc2ccc(C(=O)N3CCc4ccccc4C3)o2)cc1
    -12, x
- O=C(NC1CCCCC1)c1ccccc1NC(=O)C1CC1
    -6, x
- COc1ccc(-c2nnc3sc(CCN4C(=O)c5ccccc5C4=O)nn23)cc1
    10, -6
- COc1ccc(-n2cnc3cc(NC(=O)c4ccco4)ccc32)cc1
    7, x
- Cc1nc2ccccc2c(=O)n1NCc1cc(Br)cs1
    6, 16
- COc1ccc(C)cc1-n1nnnc1SCC(=O)Nc1cc(C)on1
    -20, -66
- CCN(Cc1ccccc1)S(=O)(=O)c1ccc2oc(C(=O)O)c(C)c2c1
    4, -6
